bIAP inh – intestinal alkaline phosphatase (bovine) inhibition. inhibition, % at 20 µM. purified bovine IAP, CDP-star luminescence, 30 min. 190,000 tested, under 10 active;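 active means over 50% inhibition of intestinal alkaline phosphatase at 20 µM in the single-dose screen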
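Incubation: 30 min reaction at room temperature / Material: purified bovine intestinal alkaline phosphatase (IAP) enzyme / Input: enzyme at 1/65,000,000 dilution / Dosing: 20 µM single dose / Signal: CDP-star luminescence signal / Reagent: CDP-star chemiluminescent phosphatase substrate, 30 µM final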
TR-FRET SRC-2 ct – flags TR-FRET format artefacts in PPARgamma SRC-2 recruitment agonist screen | hit rate 0.4% among 200,000 | TR-FRET artefact counter-screen; hits give high values | TR-FRET ratio at 8 µM | AID 1049; in the data active means TR-FRET ratio above about 2000; further: inactives centre near 1500
PPARg SRC3 recr – promotes SRC-3 coactivator recruitment by human PPARgamma. P37231. biochemical PPARgamma/SRC-3 coactivator recruitment assay. activation, % at 8 µM. hit rate 0.26% among 200,000. AID 731; in the data active means activation above about 23%;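 further: 0% = DMSO and 100% = reference agonist; some compounds past the cut are filed as inactive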
Target sequence (P37231 whole entry, looked up): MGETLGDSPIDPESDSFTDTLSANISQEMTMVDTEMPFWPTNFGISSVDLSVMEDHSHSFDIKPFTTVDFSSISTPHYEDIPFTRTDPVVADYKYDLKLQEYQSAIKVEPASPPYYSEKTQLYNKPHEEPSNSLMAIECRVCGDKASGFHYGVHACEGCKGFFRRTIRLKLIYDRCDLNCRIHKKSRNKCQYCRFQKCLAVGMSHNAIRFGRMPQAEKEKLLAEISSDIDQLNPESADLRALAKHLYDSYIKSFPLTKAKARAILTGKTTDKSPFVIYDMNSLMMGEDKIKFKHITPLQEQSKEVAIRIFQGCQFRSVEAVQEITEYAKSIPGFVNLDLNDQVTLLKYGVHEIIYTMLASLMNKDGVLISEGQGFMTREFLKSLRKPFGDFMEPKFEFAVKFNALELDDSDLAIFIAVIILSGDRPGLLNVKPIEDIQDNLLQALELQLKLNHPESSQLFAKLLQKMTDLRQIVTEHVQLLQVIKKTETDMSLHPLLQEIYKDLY
TNAP inh hiacc – TNAP (human) inhibition, high acceptor; purified TNAP, CDP-star luminescence, 1 M DEA; inhibition, % at 20 µM; hit rate 0.03% among 200,000; P05186; AID 1135;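 active means over 50% inhibition of tissue-nonspecific alkaline phosphatase at 20 µM in the single-dose screen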;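 further: plate controls were DMSO wells for no effect and EDTA-quenched wells as full inhibition for full effect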
Target sequence (P05186 whole entry, looked up): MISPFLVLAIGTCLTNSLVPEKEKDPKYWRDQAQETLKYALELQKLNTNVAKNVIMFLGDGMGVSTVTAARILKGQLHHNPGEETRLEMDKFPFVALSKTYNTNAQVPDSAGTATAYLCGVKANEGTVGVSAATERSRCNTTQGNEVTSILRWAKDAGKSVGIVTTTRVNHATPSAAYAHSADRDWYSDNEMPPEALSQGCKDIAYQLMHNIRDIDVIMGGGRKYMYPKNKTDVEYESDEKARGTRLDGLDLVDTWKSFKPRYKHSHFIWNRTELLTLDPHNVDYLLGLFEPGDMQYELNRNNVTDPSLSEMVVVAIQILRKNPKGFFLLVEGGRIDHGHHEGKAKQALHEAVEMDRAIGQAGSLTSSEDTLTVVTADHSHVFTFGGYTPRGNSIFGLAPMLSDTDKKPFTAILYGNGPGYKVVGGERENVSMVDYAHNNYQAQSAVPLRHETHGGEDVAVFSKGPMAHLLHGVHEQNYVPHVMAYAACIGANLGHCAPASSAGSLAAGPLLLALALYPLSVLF
TNAP act hiacc – increases human TNAP activity under high phosphate acceptor concentration; P05186; purified TNAP, CDP-star luminescence, 1 M DEA, 30 min; hits give high values; 0 = EDTA background, 1 = DMSO-only activity; activation factor at 20 µM; 200,000 tested, under 10 active;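 active means activation factor at least 2 at 20 µM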
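Control set: EDTA negative control, DMSO positive control / Assay system: human TNAP / Quantity: TNAP 1/800 final / Evaluation: TNAP activation factor scaled between EDTA and DMSO control wells / Measured by: luminescent substrate turnover signal / Compound dosing: one dose, 20 µM / Times: 30 min enzyme reaction at room temperature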
PPARg SRC2 recr – promotes SRC-2 coactivator recruitment by human PPARgamma; hit rate 0.34% among 200,000; AID 1032; activation, % at 8 µM; P37231; PPARgamma LBD-SRC-2 recruitment, biochemical; in the data active means activation above about 22%;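 further: 0% = vehicle and 100% = reference agonist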
TNAP inh noacc – inhibitors of human TNAP without phosphate acceptor; purified TNAP, CDP-star luminescence, 30 min; inhibition, % at 20 µM; hit rate 0.26% among 200,000; AID 1012;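 active means tissue-nonspecific alkaline phosphatase inhibition above about 50% at 20 µM in the single-dose screen, limit read from the data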;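 further: 0% = DMSO negative control and 100% = EDTA positive control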
bIAP act – increases bovine intestinal alkaline phosphatase activity; purified bovine IAP, CDP-star luminescence, 30 min; hits give high values; fold of DMSO-control signal, blank-subtracted; activation factor at 20 µM; hit rate 0.17% among 200,000;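 active means activation factor of 2 or more at 20 µM, a signal rise over negative controls twice the positive control's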
PPARg SRC-1 ag – promotes SRC-1 coactivator recruitment by human PPARgamma. PPARgamma-SRC-1 coactivator recruitment biochemical assay. activation, % at 8 µM. P37231. hit rate 0.41% among 200,000; in the data active means activation above about 19%;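 further: 0% = DMSO and 100% = reference agonist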
Efa HMGR inh – inhibitors of class II HMG-CoA reductase from Enterococcus faecalis | purified E. faecalis HMGR, NADPH absorbance 340 nm kinetic | inhibition, % at 10 µM | hit rate 0.41% among 190,000 | AID 1066;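 active means inhibition above a set limit, the median over all tested compounds plus 3 SD, cut at about 9.5% in these data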;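 further: enzyme runs in reverse so mevalonate oxidation gives rising NADPH absorbance; 0% = complete reaction with DMSO and 100% = background rate lacking mevalonate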
The depositor's hits bear a star; · = not tested or not shown.

SMILES	bIAP inh	TR-FRET SRC-2 ct	PPARg SRC3 recr	TNAP inh hiacc	TNAP act hiacc	PPARg SRC2 recr	TNAP inh noacc	bIAP act	PPARg SRC-1 ag	Efa HMGR inh
CCc1ccc(CCC(=O)Nc2nccs2)o1	4	1568	-1	-3	1	2	-8	1	1	-4
CCCCOc1ccccc1C1C(C(N)=O)=C(C)Nc2nnnn21 (centres undefined)	7	1471	4	-4	1	14	-9	0.9	0	-3
Cc1ccc(C(=O)CC2C(=O)N(c3ccccc3)C(=S)N2c2ccccc2)cc1 (centres undefined)	18	1457	-1	4	1	6	-3	0.8	3	0
O=C(c1cc(C2CC2)on1)N1CCN(C(c2ccccc2)c2ccccc2)CC1	10	1368	3	1	1	-3	-10	0.9	2	-5
Cc1cc(C(=O)CSc2nnc(Nc3ccccc3F)s2)c(C)n1CC1CCCO1 (centres undefined)	-5	1439	0	-9	1.1	-6	-8	1.1	-5	0
CC(C)(C)C(=O)NCCN1C(=O)S/C(=C\c2ccc([N+](=O)[O-])cc2)C1=O	12	1399	-1	-2	1	-3	-2	0.9	-3	-5
COc1cccc(CNC(=O)CCC2CCCN(c3cc(C)nc(N4CCCC4)n3)C2)c1 (centres undefined)	-37	1460	1	-3	1	-10	-7	1.4	-3	-2
Cn1c(=O)c2c(nc(NCCCN3CCOCC3)n2Cc2ccc(Cl)c(Cl)c2)n(C)c1=O	·	1576	20	·	·	1	·	·	5	·
O=C1c2ccccc2NC2(CCCC2)N1NS(=O)(=O)c1ccccc1	3	1574	3	-5	1.1	-1	-15	1	4	2
O=C1C=C(c2ccc(Cl)cc2)OC2(CCCC2)O1	11	1413	-1	-1	1	-6	-3	0.9	-4	-7
CCOc1ccc(-c2cc(C(=O)O)c3ccccc3n2)c(OCC)c1	0	1471	4	2	1	6	-2	1	2	1
CCCCCOc1ccc(/C=C/C(=O)NCCc2nc3ccccc3[nH]2)cc1OC	2	1481	1	-2	1	1	-21	1	-6	-1
O=C(CSc1nc(-c2ccco2)cc(C(F)(F)F)n1)NCCCn1ccnc1	4	1441	10	-2	1	5	-1	1	0	-2
Cc1cccc(-n2c(C)cc(C(=O)NC3CCCCC3)c2C)c1	2	1578	2	-3	1	-3	-8	1	8	-2
Cc1ccc(SC(C)C(=O)NCCC2=CCCCC2)cc1 (centres undefined)	5	1619	0	2	1	6	-11	1	-1	-3
O=C(O)C(Cc1c[nH]c2ccccc12)NS(=O)(=O)c1cccc2nsnc12 (centres undefined)	-2	1470	2	0	1	-2	-4	1	2	-3
O=C(COC(=O)C1CCN(C(=O)c2ccc(Cl)cc2)CC1)c1ccco1	9	1633	1	-6	1.1	-2	-8	0.9	9	0
CCOC(=O)N1CCN(S(=O)(=O)c2cc(OCC(N)=O)c(C)cc2Cl)CC1	5	1674	3	-5	1.1	1	-10	0.9	1	-1
O=C(CSc1nc(Nc2ccccc2)nc(N2CCOCC2)n1)N1CCc2ccccc21	14	1461	11	-3	1	4	-3	0.9	-4	-4
CCn1cc(C(=O)Nc2ccc(-n3cnnn3)c(OC)c2)c(=O)c2ccc(C)nc21	0	1722	1	-7	1.1	4	-7	1	12	-2
CCN(CC)C(=O)CSc1ncnc2sc(-c3ccccc3)cc12	3	1554	-1	-1	1	4	-4	1	-2	-1
Fc1ccc(CN2C3=NCCCN3c3ccccc32)cc1	-57	1500	0	-6	1.1	-6	-15	1.6	-4	0
COc1ccc(-n2nnnc2SCC(=O)c2cccc(OC)c2)cc1	24	1607	-4	-6	1.1	-2	-9	0.8	6	-7
CCOc1cc(NC(=O)C2CC2)c(OCC)cc1NC(=O)CCn1nnc2ccccc21	47	1473	5	-3	1	6	-12	0.5	0	-3
CCOC(=O)c1cnc2c(cnn2C)c1NCCCn1ccnc1	-15	1362	0	-5	1.1	-5	-19	1.1	-5	2
Cc1cccc(N2CCN(C(=O)Cc3ccc(-n4c(=O)[nH]c5ccsc5c4=O)cc3)CC2C)c1 (centres undefined)	6	1518	8	0	1	1	-8	0.9	-8	2
CCCCS(=O)CC(O)COCC (centres undefined)	2	1555	-7	5	1	-4	-7	1	0	-3
O=C(NCCc1csc(-c2cccnc2)n1)c1ccccc1	17	1473	1	-4	1	5	-6	0.8	2	2
CC1=CC2(C#N)C3(N=C(N)C2(C#N)C(c2ccccc2)N1)OCCO3 (centres undefined)	2	1566	4	1	1	1	-11	1	-3	-1
Cc1cccc(CSc2nc3c(c(=O)n2C)SCC3)c1	19	1721	-1	-3	1	0	-22	0.8	8	-4
COc1ccc(/C=N/NC(=O)C(C)Sc2ccccn2)cc1[N+](=O)[O-] (centres undefined)	-7	1474	6	0	1	8	-6	1.1	-2	15*
CCC(=O)NC(Nc1sc2c(c1C(=O)OC)CCC2)C(Cl)(Cl)Cl (centres undefined)	30	1638	3	-4	1	7	-20	0.7	7	-5
Cn1cnc2c1c(=O)n(Cc1ccc(F)cc1Cl)c(=O)n2C	9	1408	-2	-5	1	-2	-9	0.9	0	-1
O=C(NC(=S)NCc1ccc(F)cc1)c1ccccc1	0	1576	6	-1	1	10	-3	1	5	-2
Brc1cc2c(cc1COc1ccc(-c3nn[nH]n3)cc1)OCO2	10	1464	-6	-4	1	-2	1	0.9	-2	-2
COC1(OC)N=C(N)C2(C#N)C(c3ccc(C)cc3)C12C#N (centres undefined)	8	1581	-10	4	1	-8	-7	0.9	4	3
O=C(NNC(=O)C12CC3CC(CC(C3)C1)C2)c1cnccn1	-22	1310	-1	2	1	-6	-91	1.2	-2	-3
Cc1nnc2n(c1=O)C(CS(=O)(=O)c1ccccc1)CS2 (centres undefined)	6	1625	4	-4	1	7	-12	0.9	2	0
O=c1cc(O)c2c(=O)n(-c3ccccc3)c3ccccc3c2o1	6	1595	-4	-8	1.1	-3	-15	0.9	0	-1
O=C(OC1CCCCC1)c1ccc(NC(=O)C2CCCCC2)cc1	12	1698	6	-4	1	7	-19	0.9	6	-4

Quoted from the listing.
Entry for O=C(NNC(=O)C12CC3CC(CC(C3)C1)C2)c1cnccn1 in PPARg SRC3 recr: -1
Entry for Cn1cnc2c1c(=O)n(Cc1ccc(F)cc1Cl)c(=O)n2C in TR-FRET SRC-2 ct: 1408
Entry for COc1ccc(-n2nnnc2SCC(=O)c2cccc(OC)c2)cc1 in PPARg SRC2 recr: -2
Entry for Brc1cc2c(cc1COc1ccc(-c3nn[nH]n3)cc1)OCO2 in TNAP act hiacc: 1
Entry for CCOC(=O)c1cnc2c(cnn2C)c1NCCCn1ccnc1 in TR-FRET SRC-2 ct: 1362

More entries.
SMILES	bIAP inh	TR-FRET SRC-2 ct	PPARg SRC3 recr	TNAP inh hiacc	TNAP act hiacc	PPARg SRC2 recr	TNAP inh noacc	bIAP act	PPARg SRC-1 ag	Efa HMGR inh
O=[N+]([O-])c1cc(Cl)c(O)c2ncccc12	20	1530	0	27	0.7	7	2	0.8	11	-2
COC(=O)c1ccc(C2/C(=C(\O)c3cccc(OC)c3)C(=O)C(=O)N2CCCN2CCOCC2)cc1 (centres undefined)	21	1453	-5	5	1	-7	2	0.8	-1	-3
O=C(COC(=O)CCOc1ccccc1)Nc1ncc(Cl)cc1Cl	6	1772	-3	0	1	7	-9	0.9	-3	-8
O=C(N/N=C/c1ccc(N2CCCC2)c([N+](=O)[O-])c1)c1cccnc1	0	1446	-2	9	0.9	-5	1	1	-3	-7
CC1CCCC(C)N1CCNC(=O)Cn1nc(-c2ccccc2)ccc1=O (centres undefined)	5	1438	-2	-4	1	-3	-10	1	0	-7
O=C(O)C1CCC(Cn2c(SCc3cc(=O)n4cc(Br)ccc4n3)nc3ccsc3c2=O)CC1 (centres undefined)	-5	1816	14	2	1	5	-5	1.1	11	0
C=COCCn1c(=N)n(CCC)c2ccccc21	20	1553	0	-3	1	0	-9	0.8	2	-2
CCCOc1ccc(N2C(=O)CC(SC(=NCC)NCC)C2=O)cc1 (centres undefined)	14	1597	6	-4	1	1	-10	0.9	9	-5
CC(=O)NCCNC(=O)c1oc2ccccc2c1CSc1ncn[nH]1	-7	1604	4	-2	1	-1	4	1.1	0	-13
CCOC(=O)COc1cc(=O)n(CC)c2ccccc12	6	1473	1	-10	1.1	0	-20	0.9	-3	-3
Oc1c(Cl)cccc1C=Nc1cc(C(F)(F)F)ccc1N1CCCC1	10	1665	10	-6	1.1	3	-15	0.9	5	2
CCOC(=O)CSc1nnc(CNC(=O)c2ccc(OC)cc2)n1Cc1ccccc1	11	1420	1	-6	1.1	5	-6	0.9	0	0
CN1C(=S)SC(/[N+]([O-])=C\c2ccccc2)C1(C)C (centres undefined)	13	1755	9	-4	1	5	-4	0.9	1	4
CCOC(=O)Cc1nnc(NC(=O)CSc2ccccc2)s1	11	1363	-11	-4	1	-9	-12	0.9	-12	-8
CCOCC(=O)Nc1cc(C(=O)Nc2ccccc2)ccc1Cl	0	1531	1	-2	1	2	-9	1	4	1
Cc1cc(-c2n[nH]c(=S)n2/N=C/C(Br)=C/c2ccccc2)n[nH]1	-14	1449	11	7	0.9	11	-45	1.1	11	0
O=C(O)CCC(=O)NC1CCCCCCC1	6	1439	-24	-3	1	-4	-6	0.9	-4	1
CCn1c2ccccc2c2cc(NC(=O)CN(C)CC(=O)Nc3ccc(N4CCOCC4)cc3)ccc21	-1	1619	1	-6	1.1	-5	-26	1	0	-9
Cc1csc(SCC(=O)c2ccc(S(=O)(=O)N3CCOCC3)cc2)n1	9	1633	-1	-7	1.1	5	-10	0.9	3	1
C(=N\Nc1nc2ccccc2[nH]1)/c1ccc2c(c1)OCO2	-7	2021*	10	-7	1.1	5	-74	1.1	22*	-3

An excerpt from above, showing only TNAP inh noacc:
SMILES	TNAP inh noacc
COC1(OC)N=C(N)C2(C#N)C(c3ccc(C)cc3)C12C#N (centres undefined)	-7
O=C(OC1CCCCC1)c1ccc(NC(=O)C2CCCCC2)cc1	-19

More structures follow.
SMILES	bIAP inh	TR-FRET SRC-2 ct	PPARg SRC3 recr	TNAP inh hiacc	TNAP act hiacc	PPARg SRC2 recr	TNAP inh noacc	bIAP act	PPARg SRC-1 ag	Efa HMGR inh
O=C(Nc1ccccc1)Nc1ccccc1C(=O)NCc1ccco1	-5	1379	-6	-7	1.1	2	-13	1	0	-8
COc1cccc(C2N(c3ccc(Cl)cc3)C(=O)C3CCCN32)c1 (centres undefined)	11	1747	-1	0	1	6	-2	0.9	5	2
O=c1[nH]c2ccccc2c(O)c1-c1cc2ccccc2oc1=O	-8	1855	5	0	1	9	-4	1.1	13	-2
COc1ccc(CNC(=O)Cn2c(=O)oc3ccccc32)cc1OC	-2	1287	-9	-5	1	-12	-8	1	-12	2
Cc1cccc(C(=O)N2c3ccccc3C(=O)OC2c2ccc3c(c2)OCO3)c1 (centres undefined)	10	1469	-1	-1	1	1	-4	0.9	8	-9
Cc1cccc(N(CC(=O)N2CCN(C)CC2)S(=O)(=O)c2ccccc2)c1	3	1496	-2	0	1	4	-4	1	-1	-5
Cc1cc(C)c(S(=O)(=O)c2ccccc2)c(OC(=O)c2ccc(Cl)cc2Cl)n1	14	1738	10	-4	1	14	-15	0.9	-3	-8
Cc1nc(-c2ccccc2)sc1C(=O)/C=C/N(C)C	-15	1483	4	0	1	6	0	1.2	5	-1
